# UHRF1 binding = UHRF1 methylated DNA binding inhibitors, primary screen, counter-screen for MBD2 inhibitor project, biochemical, TR-FRET, human UHRF1, single concentration | E3 ubiquitin-protein ligase UHRF1 (Homo sapiens), Q96T88 | UHRF1 binding to methylated oligo | inhibition, % at 4.4 µM | 0.75% of 370,000 active | AID 687016, 2013; in the data active = inhibition above about 21%;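 also: UHRF1 SRA domain binding a hemimethylated CpG hairpin DNA probe; 0% = median of test compound wells and 100% = reference inhibitor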
# Target sequence (Q96T88 whole entry, looked up, the tested form may be a part): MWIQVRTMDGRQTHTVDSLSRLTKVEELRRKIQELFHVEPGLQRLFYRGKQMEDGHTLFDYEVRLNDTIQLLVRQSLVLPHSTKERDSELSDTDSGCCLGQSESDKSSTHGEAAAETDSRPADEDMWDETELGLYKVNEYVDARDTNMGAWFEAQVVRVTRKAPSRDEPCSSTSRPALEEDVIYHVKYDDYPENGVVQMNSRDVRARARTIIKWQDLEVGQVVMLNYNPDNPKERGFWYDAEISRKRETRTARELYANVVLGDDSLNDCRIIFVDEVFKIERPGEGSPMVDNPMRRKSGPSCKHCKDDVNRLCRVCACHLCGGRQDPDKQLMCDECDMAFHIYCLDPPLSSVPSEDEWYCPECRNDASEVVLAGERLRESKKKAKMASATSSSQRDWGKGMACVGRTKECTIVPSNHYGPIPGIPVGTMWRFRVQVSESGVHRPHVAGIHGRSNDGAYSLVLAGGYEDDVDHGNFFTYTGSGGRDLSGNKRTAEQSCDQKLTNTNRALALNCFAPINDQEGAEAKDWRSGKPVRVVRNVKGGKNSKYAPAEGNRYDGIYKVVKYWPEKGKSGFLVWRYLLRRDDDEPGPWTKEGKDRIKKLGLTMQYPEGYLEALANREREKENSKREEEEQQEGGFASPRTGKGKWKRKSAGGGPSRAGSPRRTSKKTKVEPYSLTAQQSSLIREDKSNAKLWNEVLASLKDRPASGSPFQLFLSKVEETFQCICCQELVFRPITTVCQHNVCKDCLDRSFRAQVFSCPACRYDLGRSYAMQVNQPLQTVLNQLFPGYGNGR
# DDE Tn6 FP inh = inhibitors of Tn6 peptide binding to fibrin DD(E), primary screen, biochemical, fluorescence polarization, human fibrin, Tn6 probe. Fibrinogen beta chain (Homo sapiens), P02675. Fibrin DD(E) TRITC-Tn6 fluorescence polarization displacement. inhibition, % at 8.3 µM. 0.21% of 370,000 active. AID 720509, 2013;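 active = inhibition above a per-campaign cutoff: mean of compounds within control limits plus 3 SD, cut at about 15% in these data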;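 also: 0% = median of all compound wells on the plate and 100% = blocking peptide control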
# DDE Tn7 FP inh = inhibitors of Tn7 peptide binding to fibrin DD(E), primary screen, biochemical, fluorescence polarization, human fibrin, Tn7 probe | inhibition, % at 8.3 µM | Fibrinogen beta chain (Homo sapiens), P02675 | FP displacement of FITC-Tn7 peptide from fibrin DD(E); 0% = median of compound wells per plate | 0.13% of 370,000 active;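 active = inhibition above the mean of compounds falling within the control limits plus 3 SD of them, cut at about 14% in these data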;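 also: 0% = plate median of compound wells and 100% = 10 µM Aha-Tn7 peptide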
#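 Assay system: Fibrin-DD(E) protein isolated from polymerized human fibrin clots; read-out basis: percent inhibition; medium: Tris/NaCl/CaCl2 buffer, pH 7.8; signal: FP measurement; incubation: 10 min plus 3 h, room temperature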
# LEDGF integ inh = blockers of LEDGF/p75-dependent integrase strand transfer – biochemical, TR-FRET, high throughput, primary screen | inhibition, % at 3.7 µM | TR-FRET IN-LEDGF/p75 DNA integration, Eu/Cy5 | 0.64% of 370,000 active;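 active = inhibition above the screen-wide mean plus 3 SD, cut at about 13% in these data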;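 also: signal is the Cy5 over europium emission ratio at 671 and 618 nm; 0% = plate median of compound wells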
# MBD2 DNA inh = inhibitors of MBD2 binding to methylated DNA, primary screen, biochemical, TR-FRET, DNA-binding domain, human; Methyl-CpG-binding domain protein 2 (Homo sapiens), Q9UBB5; MBD2 binding to methylated oligonucleotide; inhibition, % at 4.4 µM; 0.31% of 370,000 active; AID 686964, 2013; in the data active = inhibition above about 13%
# SIAE inh = human SIAE inhibitors, primary screen, biochemical, fluorescence polarization, FP-Rh probe, 1536-well HTS | SIAE FP-Rh probe binding | 0.69% of 370,000 active | Sialate O-acetylesterase (Homo sapiens), Q9HAT2 | inhibition, % at 9.66 µM;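 active = inhibition above a cutoff: mean of compounds within the control limits plus 3 SD of those, cut at about 17% in these data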;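 also: 0% = plate median of compound wells and 100% = probe without SIAE protein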
# TCR-CD3 inh = inhibitors of human TCR-CD3 interaction, primary screen, biochemical, fluorescence, TAMRA-labeled TCR probe. T-cell receptor (TCR). inhibition, % at 9.4 µM. 0.37% of 360,000 active. AID 651800, 2012; in the data active = inhibition above about 19%;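 also: recombinant mutant TCR 2C K166C tagged with TAMRA read by polarization; 0% = receptor in buffer alone and 100% = receptor with positive control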
# PRMT1 FP inh = PRMT1 methyltransferase inhibitors, primary screen, biochemical, fluorescence polarization; recombinant PRMT1, activity-based probe fluorescence polarization; inhibition, % at 2.79 µM; 1.3% of 370,000 active; AID 652257, 2013;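 active = inhibition above about 21% made by adding two undisclosed values, limit read from the data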
# TDP2 absorb = human TDP2 enzyme inhibitors, primary screen, biochemical, epi absorbance, recombinant enzyme; Tyrosyl-DNA phosphodiesterase 2 (Homo sapiens), O95551; T5PNP hydrolysis, p-nitrophenol absorbance 415 nm; inhibition, % at 12.8 µM; 0.34% of 370,000 active; AID 720702, 2013;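 active = inhibition above the mean of all tested compounds plus 3 SD, set per campaign, cut at about 25% in these data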;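 also: 0% = DMSO with enzyme and 100% = buffer with substrate but no TDP2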
#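 Material: recombinant human TDP2; quantity: TDP2 enzyme at 120 nM final; medium: Tris-HCl pH 7.5 with MgCl2; compound: single concentration, 12.8 µM nominal, with 1% DMSO; incubation: 2 h enzyme incubation at 37 °C; signal: epi absorbance; measure: percent inhibition; benchmarks: high control without enzyme, low control DMSO plus TDP2; repeats: singlicate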
# proKLK7 act = proKLK7 zymogen activators, primary screen, biochemical, fluorescence intensity; activation, % at 7 µM; Kallikrein-7 (Homo sapiens), P49862; 0.9% of 370,000 active; purified proKLK7, EDANS-DABCYL substrate fluorescence; 100% is mature enzyme control, 0% vehicle; AID 652039, 2013;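 active = activation above the mean of all tested compounds plus 3 SD, computed per campaign excluding outliers beyond control limits, cut at about 13% in these data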
# Target sequence (P49862 whole entry, looked up): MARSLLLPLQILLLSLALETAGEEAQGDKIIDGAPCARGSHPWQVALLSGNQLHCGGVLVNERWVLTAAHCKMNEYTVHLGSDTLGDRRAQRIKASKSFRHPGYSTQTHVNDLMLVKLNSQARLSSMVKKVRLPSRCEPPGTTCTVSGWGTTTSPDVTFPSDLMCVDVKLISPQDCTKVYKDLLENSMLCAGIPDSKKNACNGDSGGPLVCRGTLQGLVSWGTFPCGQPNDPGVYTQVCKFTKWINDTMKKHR
# Active calls of the source: *; nt = not tested or not shown; & = joins results of further samples. Compounds were not picked by outcome; about 4.6% have a hit in one of these screens.
SMILES,UHRF1 binding,DDE Tn6 FP inh,DDE Tn7 FP inh,LEDGF integ inh,MBD2 DNA inh,SIAE inh,TCR-CD3 inh,PRMT1 FP inh,TDP2 absorb,proKLK7 act
COC(=O)c1c(NC(=O)c2ccc(S(=O)(=O)N3CC(C)OC(C)C3)cc2)sc2c1CCN(C)C2 (stereo not given),10,6,-8,0,-1,-3,0,-6,-9,-16
COc1ccc2cc(C(=O)C3CCCN(C(=O)/C=C/c4ccccn4)C3)ccc2c1 (stereo not given),1,-7,-5,0,5,6,-2,0,3,-1.0
COc1ccc(S(=O)(=O)NC(C)C(=O)Nc2ccccc2F)cc1 (stereo not given),-1,0,10,-1,0,7,4,1,13,0.7
CC1(C)CN2C(=O)c3ccccc3C2(C)S1 (stereo not given),1,1,4,-3,-4,-1,12,-2,5,-0.3
CCCCC1=CC2=CC(=O)C(C)(OC(=O)C3CCCC3)C(=O)C2=CO1 (stereo not given),-1,10,6,2,-1,5,2,12,-2,0.1
CSc1ccc(OC2(C)CCN(Cc3ccc(OC(C)C)cc3)C2)cc1 (stereo not given),1,-6,-5,-2,5,8,-5,2,6,-0.3
COc1ccc(/C=C/C(=O)Nc2ccc(S(=O)(=O)N3CCOCC3)cc2)c(OC)c1,-3,-9,0,2,-2,-25,-3,0,-3,-1.2
O=C(C1=C[C@H](c2ccccc2)C[C@H](OCCCCO)O1)N1CCN(Cc2ccc3c(c2)OCO3)CC1,-3,-8,-2,2,-3,2,-4,0,2,0.0
Cc1sc2nc(SCc3ccccc3)n(Cc3ccco3)c(=O)c2c1C,2,0,-1,-2,0,-4,-2,3,2,-0.1
COc1ccc(NC2CCCN(C(=O)c3cn(C)c4ccccc34)C2)cc1 (stereo not given),1,1,1,-1,-5,9,3,-5,-1,0.7

# Structures listed so far with a thiophene ring, fused or not (two):
SMILES,UHRF1 binding,DDE Tn6 FP inh,DDE Tn7 FP inh,LEDGF integ inh,MBD2 DNA inh,SIAE inh,TCR-CD3 inh,PRMT1 FP inh,TDP2 absorb,proKLK7 act
COC(=O)c1c(NC(=O)c2ccc(S(=O)(=O)N3CC(C)OC(C)C3)cc2)sc2c1CCN(C)C2 (stereo not given),10,6,-8,0,-1,-3,0,-6,-9,-16
Cc1sc2nc(SCc3ccccc3)n(Cc3ccco3)c(=O)c2c1C,2,0,-1,-2,0,-4,-2,3,2,-0.1

# Additional records
SMILES,UHRF1 binding,DDE Tn6 FP inh,DDE Tn7 FP inh,LEDGF integ inh,MBD2 DNA inh,SIAE inh,TCR-CD3 inh,PRMT1 FP inh,TDP2 absorb,proKLK7 act
Cc1ccc(-c2noc(CCC(=O)NCCCN3CCN(c4cccc(Cl)c4)CC3)n2)cc1,0,4,-7,-3,3,4,3,0,-1,0.4
CN(CCCNC(=O)C1CCC(CNS(=O)(=O)c2ccccc2)CC1)Cc1ccccc1 (stereo not given),0,1,-1,0,-1,-2,6,2,15,0.2
CC(C)(C)NC1=CC(=O)OC12CCCCC2,0,-5,2,0,6,3,7,-2,-11,1.3
O=C(NCc1cc(Cl)cc(Cl)c1)c1ccc2nc([C@H]3C[C@H](O)[C@@H](CO)O3)[nH]c2c1,1,-6,-4,-9,10,-5,-1,4,5,0.3
COC(=O)C1CCN(C(=O)Cc2ccc(C)cc2)CC1,1,-2,4,2,-5,6,3,1,-7,0.1
CC12CCC(C(=O)N3CCCc4ccccc43)(CC1=O)C2(C)C (stereo not given),1,2,8,0,-7,3,-8,-1,-3,-0.5
Cn1cccc1/C=N\NC(=O)c1cncc(Br)c1,2,5,-5,1,0,0,-12,-2,-11,0.4
O=C(O)CN1C(=O)CC(c2ccccc2)CC1=O,2,-5,-2,1,-5,1,0,3,17,-0.2
CN1CCN(C(=O)Nc2ccccc2)CC1,6,1,0,-1,6,-7,-6,2,1,-0.2
CC1CC(C)CN(C(=O)CCNS(=O)(=O)c2cccs2)C1 (stereo not given),0,5,4,0,-2,4,-3,-3,3,-0.4
CC1CCc2nn(CC(=O)NCCN3CCCCC3C)cc2C1 (stereo not given),-3,-3,10,0,-3,0,7,2,-4,0.2
O=C(CCCN1C(=O)/C(=C\c2ccco2)SC1=S)Nc1ccc2ccccc2c1,0,3,-3,1,2,-1,-10,4,3,0.0
CCOc1ccccc1NC(=S)NC(=O)CCc1ccccc1,1,5,-2,-4,0,-1,7,-1,-13,0.1
Cc1ccc(S(=O)(=O)N(C)c2ccc(OC(=O)c3cccs3)cc2)cc1,0,4,0,4,-2,-6,10,1,0,0.2
CC(=O)Nc1cccc(NC(=O)C2CCCN2C(=O)Nc2cccc(C)c2)c1 (stereo not given),-6,3,-2,-2,2,-2,1,-1,-3,0.0
CC(=O)c1c(C)[nH]c(C(=O)CSc2nnc(CN3CCCCCC3=O)n2-c2ccccn2)c1C,0,-6,0,-2,1,0,-5,-2,-2,-0.2
CC1=C(C(=O)N(C(C)C)C(C)C)CC(CC(=O)NCc2cccs2)C(=O)N1Cc1ccc(F)cc1 (stereo not given),1,-6,9,0,8,-7,-7,7,-3,-0.4
COCCN(C(=S)Nc1ccc(Cl)cc1OC)C1CCN(C(C)=O)CC1,-1,3,5,-5,0,0,5,-2,-4,0.4
COc1ccccc1NC(=O)c1ccc(S(=O)(=O)N(C)C)cc1,-1,-4,-5,0,-2,4,4,-2,-5,-0.1
COC(=O)c1ccc(C(=O)OC)c(NC(=O)CCC(=O)O)c1,2,-3,4,1,-5,0,3,0,0,-1.4

# Random excerpt: 2 compounds from above
SMILES,UHRF1 binding,DDE Tn6 FP inh,DDE Tn7 FP inh,LEDGF integ inh,MBD2 DNA inh,SIAE inh,TCR-CD3 inh,PRMT1 FP inh,TDP2 absorb,proKLK7 act
COc1ccccc1NC(=O)c1ccc(S(=O)(=O)N(C)C)cc1,-1,-4,-5,0,-2,4,4,-2,-5,-0.1
COCCN(C(=S)Nc1ccc(Cl)cc1OC)C1CCN(C(C)=O)CC1,-1,3,5,-5,0,0,5,-2,-4,0.4

# Other compounds
SMILES,UHRF1 binding,DDE Tn6 FP inh,DDE Tn7 FP inh,LEDGF integ inh,MBD2 DNA inh,SIAE inh,TCR-CD3 inh,PRMT1 FP inh,TDP2 absorb,proKLK7 act
COc1ccc(-c2nnc(SCC(=O)NC3CC3)o2)c(OC)c1,2,-3,-7,3,-1,-3,-4,-3,-8,0.1
O=c1c2ccccc2[nH]c(=S)n1Cc1ccccc1Cl,2,2,1,-1,7,-2,1,-1,4,0.7
CC(C)[C@@H](C(=O)N1CCN(C(=O)OC(C)(C)C)CC1)n1cc(CCO)nn1,2,8,1,2,2,-3,-4,0,0,0.1
O=C(NCCc1ccccc1)c1cc2ncc(Br)cn2n1,2,-3,-13,-4,2,0,9,1,-8,0.2
Oc1ccc(-c2csc(NCc3ccco3)n2)cc1,0,-6,0,0,1,-1,4,2,8,0.5
CC(=O)c1c(C)[nH]c(C(=O)OC2CCOC2=O)c1C (stereo not given),-3,4,3,1,2,-4,9,-1,9,-0.9
CCc1ccccc1NS(=O)(=O)c1ccc2[nH]cc(C(=O)NC3CCCC3)c(=O)c2c1,5,-14,1,1,6,-41,2,2,6,-0.8
C/C(=N\NC(=O)c1cc(-c2ccccc2C)nc2ccccc12)c1cccnc1,5,-18,0,-4,10,-16,-3,5,-7,-0.2
CCCCN(C(=O)CSc1nnc(-c2ccco2)o1)c1c(N)n(Cc2ccccc2)c(=O)[nH]c1=O,-1,-3,0,4,-6,0,1,0,-13,0.8
O=C(NCCc1c[nH]c2ccccc12)C(=O)NCC1OCCCN1S(=O)(=O)c1cc(F)ccc1F (stereo not given),8,1,-8,-2,0,7,-8,3,3,0.8

# 5 entries already listed, sorted by their value in TDP2 absorb, highest first.
canonical_smiles,DDE Tn6 FP inh,DDE Tn7 FP inh,LEDGF integ inh,MBD2 DNA inh,SIAE inh,TCR-CD3 inh,PRMT1 FP inh,TDP2 absorb,proKLK7 act
Oc1ccc(-c2csc(NCc3ccco3)n2)cc1,-6,0,0,1,-1,4,2,8,0.5
O=C(NCCc1c[nH]c2ccccc12)C(=O)NCC1OCCCN1S(=O)(=O)c1cc(F)ccc1F (stereo not given),1,-8,-2,0,7,-8,3,3,0.8
C/C(=N\NC(=O)c1cc(-c2ccccc2C)nc2ccccc12)c1cccnc1,-18,0,-4,10,-16,-3,5,-7,-0.2
O=C(NCCc1ccccc1)c1cc2ncc(Br)cn2n1,-3,-13,-4,2,0,9,1,-8,0.2
CCCCN(C(=O)CSc1nnc(-c2ccco2)o1)c1c(N)n(Cc2ccccc2)c(=O)[nH]c1=O,-3,0,4,-6,0,1,0,-13,0.8

# Next results
SMILES,UHRF1 binding,DDE Tn6 FP inh,DDE Tn7 FP inh,LEDGF integ inh,MBD2 DNA inh,SIAE inh,TCR-CD3 inh,PRMT1 FP inh,TDP2 absorb,proKLK7 act
c1cnc2c(c1)ccc1cccnc12,7&1,-4&3,4&3,-8&-6,9&2,3&-4,-2&-4,-5&5,-3&4,0.6&-0.3
O=S1(=O)c2c(cccc2N2CCSCC2)Oc2ccccc2CN1Cc1cn(Cc2cccc(C(F)(F)F)c2)nn1,2,-10,-1,0,-5,-8,nt,5,-1,-4.6
COc1cc(C(C2C(=O)CC(C)(C)CC2=O)C2C(=O)CC(C)(C)CC2=O)cc(OC)c1OC,-4,6,-2,-2,-1,3,1,2,17,0.7
COc1ccc(-c2noc(N3CCC(C(=O)Nc4cc(OC)c(OC)c(OC)c4)CC3)n2)cc1,2,2,-6,-2,2,3,-1,3,-2,0.4
CN(C)C(=O)/C(=C\c1ccc(-c2cccc([N+](=O)[O-])c2)o1)NC(=O)c1ccccc1,-2,-9,-2,4,-2,2,3,-3,15,0.5
C[C@@H]1CC=C[C@H]2[C@H]1C(=O)N(Cc1ccccc1)[C@H]2c1ccc(-c2ccoc2)cc1F,6,-9,-11,2,6,-5,-8,-1,-17,0.4
CCOc1cc(/C=C(\C#N)C(=O)NCc2cccnc2)ccc1O,3,1,9,-3,1,1,-1,2,1,0.8
O=C(/C=C/c1ccc2c(c1)OCO2)NCC1CCCO1 (stereo not given),-5,1,8,-10,-6,4,12,-1,-6,0.9

# Screening results as filed in PubChem BioAssay.
